Source: PubChem (Dana-Farber Cancer Institute and Novartis Institutes for BioMedical Research (Cambridge, Mass))
USP7 inh: inhibitors of human USP7 deubiquitinase | AID 1645854 | inhibition, % at 20 µM | Q93009 | hit rate 0.3% among 47,000 | purified USP7, Ub-rhodamine cleavage fluorescence
USP8 block: inhibitors of human USP8 deubiquitinase. inhibition, % at 20 µM. purified USP8, Ub-rhodamine cleavage fluorescence, 30 min. hit rate 4.2% among 47,000. P40818
USP28 inh: inhibitors of human USP28 deubiquitinase; Q96RU2; purified USP28, Ub-rhodamine cleavage fluorescence, 30 min; inhibition, % at 25 µM; hit rate 3% among 47,000
UCHL1 inh: blocks human UCHL1 ubiquitin-rhodamine cleavage; P09936; purified UCHL1, Ub-rhodamine cleavage fluorescence; inhibition, % at 20 µM; hit rate 0.2% among 47,000
USP10 inh: human USP10 deubiquitinase inhibition; inhibition, % at 20 µM; hit rate 1.1% among 47,000; purified USP10, Ub-rhodamine fluorescence, 60 min; Q14694
OTUD3 inh: human OTUD3 deubiquitinase inhibition; Q5T2D3; inhibition, % at 25 µM; purified OTUD3, Ub-rhodamine fluorescence, 2 h; hit rate 0.7% among 47,000
USP30 block: blocks human USP30 ubiquitin-rhodamine cleavage | purified USP30, Ub-rhodamine cleavage fluorescence | inhibition, % at 25 µM | hit rate 5.3% among 47,000 | AID 1645860
Target sequence (Q70CQ3 whole entry, looked up): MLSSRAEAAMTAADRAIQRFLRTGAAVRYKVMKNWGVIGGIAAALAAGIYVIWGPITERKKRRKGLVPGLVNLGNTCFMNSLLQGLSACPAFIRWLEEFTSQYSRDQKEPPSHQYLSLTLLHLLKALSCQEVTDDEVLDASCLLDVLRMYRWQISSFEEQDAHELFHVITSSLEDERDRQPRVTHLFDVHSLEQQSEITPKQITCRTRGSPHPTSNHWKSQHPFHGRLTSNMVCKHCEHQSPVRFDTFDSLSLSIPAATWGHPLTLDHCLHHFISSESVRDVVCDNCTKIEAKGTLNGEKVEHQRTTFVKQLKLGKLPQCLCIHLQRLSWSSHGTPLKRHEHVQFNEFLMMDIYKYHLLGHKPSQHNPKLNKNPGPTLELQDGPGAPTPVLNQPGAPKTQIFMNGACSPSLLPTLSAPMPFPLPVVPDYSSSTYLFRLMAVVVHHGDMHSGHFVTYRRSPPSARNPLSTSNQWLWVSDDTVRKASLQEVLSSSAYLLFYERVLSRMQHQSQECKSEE
USP17 block: human USP17-like deubiquitinase inhibition. hit rate 6.5% among 47,000. A8MUK1. inhibition, % at 50 µM. purified USP17, Ub-rhodamine cleavage fluorescence, 3 h
Target sequence (A8MUK1 whole entry, looked up): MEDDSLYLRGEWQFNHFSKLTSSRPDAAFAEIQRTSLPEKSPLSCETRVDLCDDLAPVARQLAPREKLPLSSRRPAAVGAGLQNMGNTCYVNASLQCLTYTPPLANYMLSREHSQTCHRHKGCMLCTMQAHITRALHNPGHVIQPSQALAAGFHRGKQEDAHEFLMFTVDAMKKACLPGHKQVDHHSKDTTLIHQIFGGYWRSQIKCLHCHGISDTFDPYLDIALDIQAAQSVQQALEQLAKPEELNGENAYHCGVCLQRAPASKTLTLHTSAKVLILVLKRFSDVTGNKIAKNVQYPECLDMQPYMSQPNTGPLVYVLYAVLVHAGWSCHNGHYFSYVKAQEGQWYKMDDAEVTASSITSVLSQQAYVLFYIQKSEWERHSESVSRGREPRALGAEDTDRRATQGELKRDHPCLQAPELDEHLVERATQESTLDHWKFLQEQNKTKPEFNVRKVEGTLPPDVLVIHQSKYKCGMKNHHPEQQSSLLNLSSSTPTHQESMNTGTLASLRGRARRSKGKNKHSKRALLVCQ
* hit, by the source's call; i = inactive; . = not tested or not shown. Cut-off read from the data, not from the text of the source: active = inhibition above about 30%; inactive = the rest.

SMILES	USP7 inh	USP8 block	USP28 inh	UCHL1 inh	USP10 inh	OTUD3 inh	USP30 block	USP17 block
O=C(Nc1cnc(-c2ccccc2)nc1)c1ccccc1C(F)(F)F	-4	13	-8	-2	4	-4	-16	-2
Cc1cc2c3c([nH]c2cc1S(=O)(=O)N1CCCCC1C)CC(C)(C)CC3=O (stereo not drawn)	5	14	-6	6	7	0	5	3
O=[N+]([O-])c1cc(C(F)(F)F)ccc1N1CCC(n2cccc2)CC1	-27	-3	21	11	8	19	30	6
CCN(CC)c1ccc2nnc(CCC(=O)NCc3ccc4c(c3)OCO4)n2n1	-11	-17	-33	-14	-2	-24	-100	-33
COc1ccc2c(c1)CC(C(=O)Nc1cc(F)ccc1F)CO2 (stereo not drawn)	-4	3	27	1	8	3	12	-11
COc1cc(O)c2c(c1)C1(OC2=O)C(C)=CC(=O)C1O (stereo not drawn)	2	0	-1	-1	0	4	1	2
CCOC(=O)N1CCC(NC(=O)c2ccc3c(c2)N(CC)CCS3)CC1	2	8	6	3	-1	9	3	17
CN1CC2CN(Cc3ccc(F)cc3)CCN2Cc2ccccc21 (stereo not drawn)	-175	-172	-204	-153	-5	-197	i	-125
CCc1c(C)c2c(C)[nH]nc2oc1=O	7	-4	20	4	-1	2	13	0
CCc1cccc2c(C(=O)COC(=O)C(CCSC)NC(=O)c3ccc([N+](=O)[O-])cc3Cl)c[nH]c12 (stereo not drawn)	8	-6	12	5	13	14	18	-3
C[C@H](NC(=O)[C@@H]1Cc2c([nH]c3ccccc23)C2c3ccccc3C(=O)N21)C(=O)NC1CC1 (stereo partly drawn)	-19	-12	-17	-4	-6	-17	-47	-22
Cc1ccccc1NC(=O)Nc1cnc(N2CCCC2)nc1	-14	-7	-2	0	8	-5	-5	-2
c1ccc(-c2nn(-c3ccccc3)c3nc4ccccc4nc23)cc1	-132	-181	-248	-154	-9	-156	i	-55
Cc1cccc(CNC(=O)C2CCCN(S(=O)(=O)N3CCOCC3)C2)c1 (stereo not drawn)	-1	1	-8	-3	-1	-6	0	-1
Cc1cc2nc(-c3cccnc3)cc(C(F)(F)F)n2n1	4	5	6	2	0	7	14	14
N#Cc1c(SCC(=O)c2cccc([N+](=O)[O-])c2)nc2c(c1-c1cccs1)CCCC2	-38	-37	-79	-43	-10	-24	-389	-30
Cc1[nH]ncc1C(=O)N1CCCC(c2cccc(-n3ccnc3)n2)C1 (stereo not drawn)	3	6	0	0	1	2	5	-1
COc1cc(C2CCN(C(=O)Nc3cccc(C#N)c3)CC2)on1	0	7	-4	-2	-1	4	-1	0
CCc1ccc(C(=O)N2CCN(c3nnc4ccccn34)CC2)cc1	3	-1	15	1	0	15	18	14
Cc1csc(-c2cc(S(=O)(=O)NCc3ccc(F)cc3)c(C)n2C)n1	1	2	14	4	4	0	-7	-1
O=C(C1COc2ccccc2O1)N1CCc2cc(-c3ccno3)ccc21 (stereo not drawn)	0	-55	-9	-4	-1	-11	-5	-5
Cc1ccccc1-c1cc(C(=O)Nc2ccc(Br)c(Br)c2)c2ccccc2n1	9	-19	-2	3	-1	-6	-25	-9
COc1ccc(N2CCN(C(=O)c3cnc(N4CCN(C)CC4)nc3C)CC2)cc1	-1	-13	-2	-3	-1	-1	-1	-16
C[C@H]1CCCC(=O)CCCCCc2cc(OCc3ccccc3)cc(O)c2C(=O)O1	8	12	4	7	4	11	32*	21
CNc1cccc(C2CN(C(=O)c3cnn4cccnc34)CCO2)n1 (stereo not drawn)	7	6	-3	0	2	0	-4	0
Cc1ccc(Nc2cc(C)nc3nc(-c4ccco4)nn23)c(C)c1	-53	-18	0	-92	-5	-7	-42	17
O=C(NCc1cccnc1)C1CCN(c2cc(N3CCOCC3)ncn2)CC1	9	5	13	4	2	12	43*	11
Cc1ccccc1N1CCN(S(=O)(=O)c2cc3n(c2)CCCNC3=O)CC1	-8	-190	-8	-2	-2	-7	-34	-49
C#CCNC(=O)CC[C@H]1CNC(=O)[C@@H]2[C@@H](CCN2C2CCCCC2)N1C	-7	42*	30	9	3	16	32*	-42
CC(=O)C[n+]1cc(-c2ccc(C)cc2)n2c1CCC2	-1	-31	0	0	-5	7	6	-3

Profiles from above:
Cc1ccccc1N1CCN(S(=O)(=O)c2cc3n(c2)CCCNC3=O)CC1 is listed with USP7 inh = -8; USP8 block = -190; USP28 inh = -8; UCHL1 inh = -2; USP10 inh = -2; OTUD3 inh = -7; USP30 block = -34; USP17 block = -49
CNc1cccc(C2CN(C(=O)c3cnn4cccnc34)CCO2)n1 (stereo not drawn) is listed with USP7 inh = 7; USP8 block = 6; USP28 inh = -3; UCHL1 inh = 0; USP10 inh = 2; OTUD3 inh = 0; USP30 block = -4; USP17 block = 0

The list continues:
SMILES	USP7 inh	USP8 block	USP28 inh	UCHL1 inh	USP10 inh	OTUD3 inh	USP30 block	USP17 block
COc1ccc(-c2nnc(SCC(=O)Nc3ccccc3OC)n2C2CCCCC2)cc1	-85	-21	0	-1	1	-3	12	0
COc1ccccc1Nc1cc(C(=O)NCCc2ccccc2)c2ccccc2n1	5	-11	-5	6	2	-8	-11	-9
O=C(COc1ccc(Cl)cc1)NCc1cnn2ccccc12	-11	0	-2	-2	-3	-3	-21	-2
Cc1cc(=O)n(CC(=O)NCC2CCCO2)c2c1c(C)nn2-c1ccccc1 (stereo not drawn)	-4	2	2	1	-3	4	15	5
CN1C(=O)C2(c3ccccc31)N1CC3(C)CN2CC(C)(C1)C3=O (stereo not drawn)	3	0	-2	-1	0	0	-1	0
COc1ccc(C(=O)Nc2cc(S(=O)(=O)Nc3ccc(Cl)cc3)ccc2C)cc1	-4	-14	8	5	8	-3	-11	-4
Cc1nn(-c2ccc(Cl)cc2)c(C)c1S(=O)(=O)N1CCN(C)CC1	4	14	-3	2	0	0	-45	3
O=C(O)c1ccc(CS(=O)c2ccc(F)cc2)o1 (stereo not drawn)	4	1	-6	-1	-2	-1	-4	-7
COC[C@@H]1C[C@@]1(CN1CCN(CC2CCOCC2)CC1)c1ccccc1	-1	-12	-4	-1	-1	-3	0	0
COCCN1C(=O)c2ccccc2C(C(=O)N2CCOCC2)C12CCCCC2 (stereo not drawn)	1	1	.	1	1	3	.	2
CCc1cccc(N2C(C)=NS(=O)(=O)c3cccnc32)c1	0	6	3	2	0	0	-6	1
Cc1c(C)n(-c2ccccn2)c2ncn(Cc3ccco3)c(=N)c12	0	-3	-11	-4	-9	-7	-32	-3
CCOc1ccc(C(=O)N(C(=O)c2ccc(OCC)cc2)c2ncccc2C)cc1	6	1	-11	1	-2	-5	24	1
O=C(NCc1nc(-c2ccc(S(=O)(=O)N3CCCC3)cc2)no1)c1ccccc1	2	-16	-5	-1	2	0	8	-5
CN(C)C(=O)c1ccc(-c2ccc(N3CCCCC3)nc2)cc1	-16	3	11	0	3	0	14	6
CCOc1ccc(NC(=O)Cn2c(=O)n(CCC(=O)NCc3ccco3)c(=O)c3ccccc32)cc1	0	45*	8	8	45*	11	3	71*
O=C(Cc1cccc2ccccc12)NCc1ccc2[nH]c3c(c2c1)CCCC3	-12	-15	-25	-6	-13	-29	-160	-5
CCN1CCC2(CN(C(=O)N(C)C)CC23CCN(C(=O)Cc2ccccc2)CC3)C1=O (stereo not drawn)	0	-32	0	0	0	0	7	-3
Cc1ccn2cc(C(=O)NCc3ccc4c(c3)OCO4)nc2c1	1	-1	7	3	0	6	12	7
COC(=O)c1ccc(S(=O)(=O)N(Cc2cc3ccc(C)c(C)c3[nH]c2=O)C2CCCC2)cc1	1	-1	-10	-3	-2	-3	-14	-1
Cc1ccc2ncc(S(=O)(=O)c3ccccc3)c(N3CCOCC3)c2c1	0	-4	-1	0	-2	0	-7	-1
CN1CCc2cc(C(CNC(=O)COc3ccccc3)N3CCOCC3)ccc21 (stereo not drawn)	1	-1	4	1	3	2	-14	4
Cc1ccc(C2CC(c3ccccc3)N(C(=O)c3ccccc3)c3ncnn32)cc1 (stereo not drawn)	8	30	12	0	3	9	25	15
CC(=O)NC(Cc1cccc(F)c1)C(=O)NC1CCN(C(=O)C2CCCCC2)CC1 (stereo not drawn)	4	0	7	2	-1	7	10	0
c1ccc(Oc2cccc(-c3nc4ccccc4s3)c2)cc1	0	15	9	3	1	8	0	5
COc1ccc(CC(=O)N2C[C@@H]3C[C@H](NC(=O)c4ccccc4)[C@H]2C3)cc1	-41	-103	-192	-38	-7	-150	-484	-178
N#Cc1ccc(C(=O)Nc2cnc(N3CCCC3)nc2)cc1	-4	-46	-14	0	-6	-5	-8	-26
Cc1cccc(OCc2nc(C)c(C(=O)NCC3CCCO3)s2)c1 (stereo not drawn)	-7	-5	-5	-2	-3	-2	2	-11
CCCCNC(=O)c1ccc2c(c1)OCCO2	0	0	-1	-1	0	-4	-2	-10
COc1ccc(CNC(=O)CN2CCC3(CC2)N=C(c2ccc(F)cc2)C(=O)N3)cc1	-4	0	7	-1	-2	10	6	-5
O=C(Nc1cc(F)ccc1F)N1CCN(Cc2ccc3nccnc3c2)CC1	-1	-4	8	3	-1	8	12	3
Cc1ccc(Cl)cc1NC(=O)Cn1c(=O)n(CCC(=O)NC2CCCC2)c(=O)c2ccccc21	1	22	15	3	3	11	41*	23
O=C(CCc1nnc2ccc(N3CCCC3)nn12)NCc1ccccn1	1	1	-2	0	2	-5	-2	-1
Cc1ccc(CN(CCCn2ccnc2)CC2=COCCO2)s1	-1	25	6	0	0	6	22	9
O=C(NC1=C(C(=O)c2ccccc2)N(Cc2ccccc2)S(=O)(=O)c2ccccc21)c1ccc(F)cc1	-51	-76	-215	-57	-11	-155	-431	-33
CCOC(=O)c1cnc2c(cnn2C)c1NCc1ccc(OC)cc1	1	0	2	1	1	-8	0	8
CC(C)C(=O)N1CCc2cc(-c3csc(NC(=O)C4CCCC4)n3)ccc21	-7	5	14	-8	-6	-1	-16	6
Cn1cc(CCNS(=O)(=O)c2cccc(F)c2)c2cccnc21	2	13	-4	-1	0	-5	-10	0
CCCOc1ccc(CNC(=O)C2CCN(c3ccncc3)CC2)cc1	1	-14	35*	-1	2	-5	-6	-6
COc1cccc(N2CCN(CC3C(=O)O[C@@H]4C[C@@]5(C)CCC=C(C)C5=C[C@H]34)CC2)c1 (stereo partly drawn)	2	-9	4	7	6	0	6	-3
COCCNC(=O)C(Cc1ccccc1)N1Cc2ccccc2C1=O (stereo not drawn)	5	0	5	2	1	8	11	5
Nc1nccnc1CC1CCCN(Cc2cnccn2)C1 (stereo not drawn)	-4	-46	-25	-3	-8	-17	-80	-32
COc1cc(NC(=O)CSc2nc3ccccc3n2S(=O)(=O)c2ccc(Cl)cc2)cc(OC)c1OC	2	7	7	4	3	3	-16	-14
c1ccc(N2CCN(c3nc4ccccc4n4nnnc34)CC2)nc1	-164	-231	-203	-158	-5	-193	i	-138
CC1CCCN(C(=O)c2snc3c(=O)n(C(C)C)c(=O)[nH]c23)C1 (stereo not drawn)	3	3	6	0	2	10	5	3
CC(=O)NS(=O)(=O)c1ccc(NC(=O)/C=C/c2ccc(C)o2)cc1	-26	-69	-49	-29	-4	-42	-242	-75
COc1cc2c(c(OC)c1OC)-c1ccc(N3CCN(c4ccc(F)cc4)CC3)c(=O)cc1[C@@H](NC(C)=O)CC2	4	0	0	2	-6	-2	-16	-11
CC[C@H](C)[C@@H](NC(=O)c1ccc2nc(-n3cccc3)sc2c1)C(=O)O	0	1	-19	-2	5	-8	-23	-21
CCN1CCN(c2ccc(-c3nc(-c4ccccc4)no3)cn2)CC1	-3	1	11	3	-2	7	13	12
Fc1cc(F)cc(-c2noc3ncnc(N4CCOCC4)c23)c1	-1	5	4	3	0	16	10	-1
O=c1[nH]oc(O)c1-c1ncc(C(F)(F)F)cc1Cl	.	0	9	4	2	6	24	8
Cc1nc(N[C@@H](Cc2ccccc2)C(=O)O)c2oc3ccccc3c2n1	1	-27	0	0	3	3	-8	4

An excerpt from above in order of count of non-hydrogen atoms, largest number first.
SMILES	USP7 inh	USP8 block	USP28 inh	UCHL1 inh	USP10 inh	OTUD3 inh	USP30 block	USP17 block
COc1cc2c(c(OC)c1OC)-c1ccc(N3CCN(c4ccc(F)cc4)CC3)c(=O)cc1[C@@H](NC(C)=O)CC2	4	0	0	2	-6	-2	-16	-11
COc1cc(NC(=O)CSc2nc3ccccc3n2S(=O)(=O)c2ccc(Cl)cc2)cc(OC)c1OC	2	7	7	4	3	3	-16	-14
COc1cccc(N2CCN(CC3C(=O)O[C@@H]4C[C@@]5(C)CCC=C(C)C5=C[C@H]34)CC2)c1 (stereo partly drawn)	2	-9	4	7	6	0	6	-3
Cc1nc(N[C@@H](Cc2ccccc2)C(=O)O)c2oc3ccccc3c2n1	1	-27	0	0	3	3	-8	4
COCCNC(=O)C(Cc1ccccc1)N1Cc2ccccc2C1=O (stereo not drawn)	5	0	5	2	1	8	11	5
CC(=O)NS(=O)(=O)c1ccc(NC(=O)/C=C/c2ccc(C)o2)cc1	-26	-69	-49	-29	-4	-42	-242	-75
Fc1cc(F)cc(-c2noc3ncnc(N4CCOCC4)c23)c1	-1	5	4	3	0	16	10	-1
Nc1nccnc1CC1CCCN(Cc2cnccn2)C1 (stereo not drawn)	-4	-46	-25	-3	-8	-17	-80	-32
O=c1[nH]oc(O)c1-c1ncc(C(F)(F)F)cc1Cl	.	0	9	4	2	6	24	8
